MEKK2 WT-MEK5: raises or lowers MEK5 binding to wildtype human MEKK2 PB1 domain; Q9Y2U5; bead flow cytometry, Alexa488-MEK5 binding to MEKK2 WT; actives lie on both sides; binding response (% of control), % at 10 µM; actives 1.1% (n = 290,000); in the data active means binding response below about 67% or above about 130%
GalR3 antag: blocks the human galanin receptor 3. O60755. inhibition, % at 3 µM. actives 0.44% (n = 360,000). HEK293 GalR3-CNG cAMP membrane potential fluorescence; galR3 body fused to GalR1 C-terminus. AID 651719;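 active means inhibition above the screen-wide average plus 3 SD, cut at about 13% in these data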;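 further: forskolin and galanin both at EC90 stimulate the cells; cAMP rise reported by CNG channel membrane potential dye signal; 0% = forskolin plus galanin with DMSO and 100% = forskolin alone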
Target sequence (O60755 1-299 limits assumed): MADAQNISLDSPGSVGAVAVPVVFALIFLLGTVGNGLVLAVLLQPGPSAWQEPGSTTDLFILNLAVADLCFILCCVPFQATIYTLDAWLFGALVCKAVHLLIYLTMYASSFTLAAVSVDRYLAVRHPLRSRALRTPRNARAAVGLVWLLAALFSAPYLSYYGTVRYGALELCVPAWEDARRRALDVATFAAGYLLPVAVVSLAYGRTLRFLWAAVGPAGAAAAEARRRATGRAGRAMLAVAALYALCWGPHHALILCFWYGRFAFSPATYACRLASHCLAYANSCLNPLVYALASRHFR
V1aR counter: counter-screen for oxytocin receptor agonists: human V1a receptor agonists. CHO-V1R cells, Fluo-8 calcium fluorescence, agonist mode; 0% DMSO, 100% 3 nM vasopressin. activation, % at 3 µM. actives 0.25% (n = 320,000). AID 2797;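 active means activation above the mean activation of all tested compounds plus 3 SD, per screening run, cut at about 20% in these data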;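 further: signal is peak over basal fluorescence ratio across a 100 second FLIPR read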
Target sequence (P37288 whole entry, looked up): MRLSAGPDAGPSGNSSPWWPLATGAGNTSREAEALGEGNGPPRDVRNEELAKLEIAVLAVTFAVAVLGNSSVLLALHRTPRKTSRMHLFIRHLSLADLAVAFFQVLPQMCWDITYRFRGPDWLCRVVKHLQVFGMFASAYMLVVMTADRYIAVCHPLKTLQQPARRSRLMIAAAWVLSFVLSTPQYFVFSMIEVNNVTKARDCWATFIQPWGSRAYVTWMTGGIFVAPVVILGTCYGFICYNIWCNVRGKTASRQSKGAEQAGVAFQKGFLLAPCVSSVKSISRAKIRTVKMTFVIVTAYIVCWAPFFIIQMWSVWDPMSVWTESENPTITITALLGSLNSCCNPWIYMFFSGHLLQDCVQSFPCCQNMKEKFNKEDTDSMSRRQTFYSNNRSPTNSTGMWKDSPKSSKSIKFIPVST
NALP1 yeast inh: NALP1 inhibition. inhibition, % at 10 µM. S. cerevisiae NALP1/ASC/caspase-1 growth, X-gal OD620, 72 h. actives 0.61% (n = 280,000); in the data active means inhibition mostly above about 24%, no sharp cut-off; inactive means mostly below about 32%; further: some compounds called inactive have numbers as strong as hits
MEKK2mut PB1 HTS: signal of MEK5 binding to mutant human MEKK2 PB1 domain; actives 0.35% (n = 290,000); bead flow cytometry, Alexa488-MEK5 binding to MEKK2 mutant; percent response, % at 10 µM; in the data active means percent response above about 24%, passing the limit was not always enough; further: inactives centre near 1; some results filed as inactive read as strong as hits; reference of the scale not given here
PHOSPHO1 inh: inhibitors of human PHOSPHO1 phosphatase | Q8TCT1 | recombinant PHOSPHO1, absorbance phosphatase assay | inhibition, % at 13.3 µM | actives 1.1% (n = 290,000) | AID 1565; in the data active means inhibition above about 60%
Target sequence (Q8TCT1 whole entry, looked up): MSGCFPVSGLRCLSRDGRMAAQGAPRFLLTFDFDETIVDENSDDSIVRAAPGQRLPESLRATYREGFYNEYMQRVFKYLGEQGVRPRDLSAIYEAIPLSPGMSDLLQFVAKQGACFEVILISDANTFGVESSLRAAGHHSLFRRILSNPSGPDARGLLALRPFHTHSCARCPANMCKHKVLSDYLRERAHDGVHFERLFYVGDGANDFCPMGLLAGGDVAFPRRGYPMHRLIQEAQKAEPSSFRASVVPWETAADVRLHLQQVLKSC
MEKK3 PB1 HTS: raises or lowers MEK5 binding to the human MEKK3 PB1 domain. Q99759. bead-based flow cytometry, Alexa488-MEK5 binding to MEKK3; actives lie on both sides; 0 = blocked by unlabeled MEK5, 100 = vehicle. AID 1529. actives 1.4% (n = 290,000). binding response (% of control), % at 10 µM;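 active means binding response more than 3 SD above or below the average of its plate-row segment, actives on both sides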;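 further: Alexa488 bead fluorescence after subtracting the streptavidin-only scavenger bead signal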
GPR7 antag: blocks human GPR7 receptor signaling. P48145. actives 1.1% (n = 290,000). inhibition, % at 4.4 µM. GPR7-expressing cells, fluorescence antagonist assay; in the data active means inhibition above about 16%, passing the limit was not always enough;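 further: cells stimulated with the agonist NPW; 0% = agonist with vehicle and 100% = vehicle without agonist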
OXTR agonist: human OXTR agonism; AID 2435; CHO-OTR cells, Fluo-8 calcium fluorescence; normalized: DMSO 0%, oxytocin 100%; activation, % at 3 µM; actives 0.32% (n = 320,000); P30559;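 active means activation above the mean of all tested compounds plus 3 SD, cutoff set per screening run, cut at about 20% in these data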;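 further: peak over basal fluorescence ratio from a 100 s FLIPR kinetic read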
* = called active by the depositor; · = not tested or not shown; [ ] = remark or other dose.

SMILES | MEKK2 WT-MEK5 | GalR3 antag | V1aR counter | NALP1 yeast inh | MEKK2mut PB1 HTS | PHOSPHO1 inh | MEKK3 PB1 HTS | GPR7 antag | OXTR agonist
CCOC(=O)c1ccc(NS(=O)(=O)c2c(C)[nH]c(C)c2C(=O)N2CCCCC2)cc1 | 107 | 2 | 3.0 | -3 | 6 | 32 | 103 | -5 | 2.0
Cc1ccc(-c2ccnc3nc(Sc4ncc(C(F)(F)F)cc4Cl)nn23)cc1 | 100 | 1 | -1.5 | 12 | 6 | 14 | 105 | -12 | -0.9
O=C(CSCc1c(Cl)cccc1Cl)N1CCOCC1 | 97 | 5 | 1.0 | 7 | -3 | 10 | 101 | 1 | -0.3
C/C(CC1CC(COCC(C)C)OC1=O)=N\Nc1nc(-c2ccccc2)cs1 (configuration not stated) | 103 | -6 | 5.8 | 35 | 8 | 10 | 109 | -5 | -0.6
C/C(Cl)=C\CSc1nnc2n(N)c(=O)c3ccccc3n12 | 104 | -5 | 1.6 | 16 | 1 | -1 | 102 | -8 | -1.1
O=C(/C=C/c1ccco1)Nc1cccc2cccnc12 | 91 | 1 | -0.8 | 43 | 0 | -7 | 62*[inhibitor] | 0 | -0.7
C/C(CC(=O)NC1CCCCC1)=N\NC(=O)c1ccccn1 | 92 | 1 | -1.0 | -5 | -7 | 29 | 96 | -4 | -0.5
O=C(c1ccccc1)c1ccc(OCC(O)CN2CCCCC2)cc1 (configuration not stated) | 116 | -6 | 1.9 | 39 | 11 | 10 | 107 | -9 | 5.9
CCc1ccc(-c2cc(C)no2)cc1S(=O)(=O)NC(C)Cc1ccco1 (configuration not stated) | 97 | -3 | -1.1 | 10 | -2 | 15 | 101 | 9 | -2.9
c1ccc(CCN2CCN(c3ncnc4c3cnn4-c3ccccc3)CC2)cc1 | 108 | 0 | 1.5 | 7 | 2 | 2 | 102 | -14 | -0.8

Given with two lines to a compound: part of the list above
The line under a structure holds: MEKK2 WT-MEK5, GalR3 antag, V1aR counter, NALP1 yeast inh, MEKK2mut PB1 HTS, PHOSPHO1 inh, MEKK3 PB1 HTS, GPR7 antag, OXTR agonist
- O=C(/C=C/c1ccco1)Nc1cccc2cccnc12
→ 91, 1, -0.8, 43, 0, -7, 62*[inhibitor], 0, -0.7
- O=C(c1ccccc1)c1ccc(OCC(O)CN2CCCCC2)cc1 (configuration not stated)
→ 116, -6, 1.9, 39, 11, 10, 107, -9, 5.9
- C/C(CC1CC(COCC(C)C)OC1=O)=N\Nc1nc(-c2ccccc2)cs1 (configuration not stated)
→ 103, -6, 5.8, 35, 8, 10, 109, -5, -0.6

Continuation:
SMILES | MEKK2 WT-MEK5 | GalR3 antag | V1aR counter | NALP1 yeast inh | MEKK2mut PB1 HTS | PHOSPHO1 inh | MEKK3 PB1 HTS | GPR7 antag | OXTR agonist
C#Cc1ccc([C@H]2C=C(C(=O)NCc3ccccc3)O[C@@H](OCC)[C@@H]2CCCO)cc1 | 100 | -3 | 0.1 | -7 | -4 | 12 | 97 | 2 | -0.6
COC(C[C@@H]1O[C@@H]1[C@@H](O)[C@H](C)OCc1ccccc1)OC | 100 | -6 | · | · | 4 | 31 | 97 | · | ·
O=C(CCNC(=O)c1ccc([N+](=O)[O-])cc1)Nc1ccccc1N1CCCC1 | 105 | 0 | 0.6 | -3 | 5 | 47 | 99 | -9 | -0.3
O=C(O)CC1=C(Nc2ccccc2)C(=O)N(c2ccccc2)C1c1ccc(Br)cc1 (configuration not stated) | 97 | -9 | -1.1 | -5 | 0 | -11 | 102 | -2 | -0.8
Cc1cc(C=O)c(C)n1-c1ccc(NC2CCCCC2)c([N+](=O)[O-])c1 | · | -5 | 6.1 | 18 | · | 2 | · | -5 | 3.9
CCc1ccc(NC(=O)N(CCN2CCOCC2)C2CCN(C(C)=O)CC2)cc1 | 105 | 4 | 0.3 | -1 | 11 | 21 | 102 | 6 | 0.3
Cc1ccc2cc(CNC(C)(C)C)c(=O)[nH]c2c1 | 106 | -3 | -0.3 | 5 | 12 | 19 | 104 | -13 | -0.2
Cc1ccnc(N2CCCC(C(=O)Nc3cccc(C)c3C)C2)n1 (configuration not stated) | 103 | -7 | 2.8 | -1 | 3 | 46 | 103 | -6 | -0.5
CCOC(=O)c1nn(-c2ccccc2)c(=O)c(C#N)c1C | 93 | -1 | -1.1 | 7 | 1 | -7 | 98 | -8 | -1.5
CN1CCCN(C(=O)c2c(F)cccc2Cl)CC1 | 100 | -11 | 1.7 | · | 2 | · | 102 | -7 | 0.5
CCc1ccc(NC(=O)C2CCN(S(=O)(=O)c3ccc4c(c3)NC(=O)C(C)S4)CC2)cc1 (configuration not stated) | 101 | -9 | 6.3 | -6 | 2 | 59 | 99 | 22 | 2.9
CCOC(=O)C(=CNc1ccc(OC)cc1[N+](=O)[O-])C(=O)OCC | 100 | -7 | -0.3 | -5 | -4 | 3 | 93 | -4 | -3.4
CONC(=O)c1cc(OCC(F)(F)F)ccc1OCC(F)(F)F | 99 | -2 | -0.1 | -9 | -4 | 8 | 97 | -7 | -0.1
COc1ccc(OC)c(/C=C/c2[nH]c(=O)[nH]c(=O)c2[N+](=O)[O-])c1 | 98 | 0 | · | 10 | -2 | 24 | 99 | 3 | ·
Fc1ccc(N2CCN(c3nc(-c4ccco4)cc(C(F)(F)F)n3)CC2)cc1 | 109 | -5 | -0.2 | 13 | -2 | -3 | 97 | -3 | -1.4
Cc1ccc(C2CC(=O)C=C(NCC(C)C)C2)cc1 (configuration not stated) | 98 | -6 | 1.9 | -4 | -1 | -12 | 100 | -6 | 0.6
CC(NC(=O)C1CCC(CNC(=O)[C@@H]2Cc3ccccc3CN2)CC1)c1ccccc1 (some centres not stated) | 105 | -7 | 0.1 | 16 | 1 | 27 | 100 | -4 | -0.1
Cc1cccc2cc3c(NC(=O)c4ccccn4)nn(C)c3nc12 | 98 | -2 | 0.1 | -10 | 3 | 19 | 101 | -10 | 0.1
O=C(NCc1ccccc1)c1cccc(COc2ccccc2Cl)c1 | · | -6 | 6.0 | 11 | · | 8 | · | 14 | 4.7
Nc1ccc(NC(=O)c2cccs2)cc1 | 98 | -3 | -0.2 | 7 | -3 | 26 | 101 | -4 | 0.4
Cc1nc(C(N)=O)nc2ccccc12 | 101 | -4 | -0.2 | -5 | 2 | -1 | 98 | -4 | 1.1
O=C(N/N=C/c1c(O)ccc2ccccc12)c1[nH]ncc1Br | 93 | 4 | 5.7 | 7 | 0 | 5 | 93 | -5 | 1.7
CSc1nc(-c2ccc(Cl)cc2)c(C#N)c(=O)[nH]1 | 95 | -6 | 0.3 | -1 | -6 | 19 | 99 | 0 | -1.2
O=C(NCCCn1ccnc1)c1nn2c(C(F)(F)F)cc(-c3ccc(Br)cc3)nc2c1Cl | 101 | -2 | -2.1 | 25 | 1 | -8 | 99 | -14 | -2.8
CCOC(=O)c1c(C)[nH]c(C)c1C(=O)CSc1nnc(-c2ccncc2)n1Cc1ccccc1 | 98 | -1 | -1.3 | 30 | 0 | 56 | 99 | -3 | -0.8
CCOC(=O)c1c(NC(=O)CSc2nnc(-c3ccccc3)o2)sc(C(C)=O)c1C | 98 | -5 | 1.8 | 36 | -1 | 28 | 94 | -9 | 6.1
CC(C)C(OC(=O)CN1C(=O)c2ccccc2C1=O)C(=O)NC1CCCCC1 (configuration not stated) | 99 | -2 | 0.3 | 17 | -8 | 39 | 97 | 8 | 1.6
NC(=O)c1cc(-c2ccccc2)sc1NC(=O)Cc1ccc(S(=O)(=O)N2CCOCC2)s1 | 99 | -5 | 1.9 | 13 | 3 | 23 | 97 | -4 | -0.4
Cc1nn(-c2ccccc2)nc1C(N)=O | 103 | 4 | 0.0 | 3 | -2 | 42 | 101 | -9 | -1.2
COc1cc(S(=O)(=O)Nc2cccnc2)ccc1F | 97 | -2 | -0.3 | -2 | -1 | -18 | 99 | -6 | 0.6
Cc1ccc2oc(C(=O)NCc3ccc(S(N)(=O)=O)cc3)cc(=O)c2c1 | 100 | -11 | 0.3 | 18 | -1 | 19 | 102 | 5 | 0.1
O=[N+]([O-])c1cc2c(cc1CN1CCN(CCOCCO)CC1)OCO2 | 149* | -9 | 1.6 | 6 | 23 | 8 | 112 | -6 | 1.3
COc1ccc(C)cc1Nc1n[n+](-c2ccccc2)c(-c2ccc(C(=O)O)cc2)s1 | 101 | -1 | -0.6 | 26 | -6 | 20 | 101 | 3 | -0.8
CC(=O)Nc1ccccc1Nc1cc(C#N)c(C#N)cc1[N+](=O)[O-] | 102 | -6 | 3.0 | -6 | 1 | -23 | 101 | 1 | 0.6
NC(CCC(=O)O)C12CC3CC(CC(C3)C1)C2 (configuration not stated) | 100 | -5 | 0.3 | 16 | 1 | 18 | 99 | -9 | -0.6
COc1cc(OC)c(OC)cc1CN1CCN(Cc2ccco2)CC1 | 111 | -11 | 1.0 | 12 | 17 | 25 | 108 | -5 | 0.3
CC(=O)N1CC(=O)N(CC(=O)Nc2ccc(Br)cc2)C1=S | 97 | -10 | 0.5 | 9 | -7 | 19 | 102 | -4 | 0.2
CNc1ccc(Br)cc(C(=O)/C=C/c2cccc(OC)c2OC)c1=O | 88 | -5 | 1.7 | -83 | -4 | -23 | 87 | -3 | 2.0
CCn1c(SCC(=O)Nc2cc(C)on2)nnc1-c1ccc(S(=O)(=O)N2CCCC2)cc1 | 105 | -4 | -0.4 | 5 | 1 | -13 | 101 | -1 | -0.1
CN1CCN(NS(=O)(=O)c2ccc(Cl)cc2)CC1 | 104 | -9 | -0.8 | 14 | 7 | 6 | 99 | -11 | 0.2
NC(=O)C1(c2ccccc2)CCCN1C(=O)c1ccc(Br)cc1 (configuration not stated) | 94 | -3 | 0.3 | 2 | -2 | -10 | 94 | 3 | -0.4
O=C(CCCSc1nc2ccccc2c(=O)[nH]1)c1ccc(F)cc1 | 105 | -4 | -0.6 | 6 | 0 | -18 | 118 | 5 | -2.8
Cc1cccc(/C=N\Nc2cn[nH]c(=O)c2Cl)c1 | 103 | -2 | -1.7 | 6 | 7 | 12 | 104 | 1 | -2.2
CS(=O)(=O)N1N=C(c2cccs2)CC1c1ccccc1 (configuration not stated) | 0.0* | -8 | -0.8 | -10 | 12 | 28 | 95 | -14 | -0.6
COc1ccccc1NC(=O)C1CCCN1C(=O)NC1CCCCC1 (configuration not stated) | 99 | -7 | -0.2 | 11 | -1 | 6 | 98 | -6 | 0.8
CS(=O)c1ccccc1O (configuration not stated) | 90 | -1 | -0.5 | -14 | -7 | 36 | 81 | -6 | 0.2
O=C(NCc1ccc(F)cc1)N[C@@H](Cc1ccccc1)C(=O)O | 102 | -8 | 0.8 | 5 | 0 | -13 | 101 | -3 | -0.5
NCCCC[C@H](N)c1nnc([C@H](CC(=O)O)NC(=O)C2CCNCC2)o1 | 97 | -8 | 1.2 | -10 | 5 | 22 | 100 | -11 | -0.1
COc1ccccc1-n1c(SCC(=O)N2CCOCC2)nc(O)cc1=O | 100 | 2 | 1.3 | -1 | 5 | 48 | 98 | -10 | 0.2
O=C(Cc1ccc(F)cc1)N/N=C/c1ccc2c(c1)OCO2 | 98 | -3 | 4.2 | -6 | 0 | 16 | 102 | 1 | 1.4
COc1ccc(Nc2nc(C)cc(-c3cc(-c4ccccc4)on3)n2)cc1 | 101 | -3 | 0.7 | · | 2 | · | 103 | · | 0.7
CC(C)C(NC(=O)OCc1ccccc1)C(=O)OCC(=O)NCc1ccco1 (configuration not stated) | 105 | 8 | -0.9 | 30 | 7 | 17 | 105 | 1 | -1.2
